# EPAC2 antag: EPAC2 (human) antagonism | Q8WZA2 | EPAC2 GEF exchange of Rap1B-BODIPY-GDP, fluorescence | Potency, µM (highest dose often 114 µM), for inactives: at the highest dose activity, negative = inhibition, actives largely listed as inhibitors | 360,000 compounds, 0.18% hits | AID 720708; note: potency is the fitted concentration of half-maximal effect; % is set by controls: 0 for no effect and ±100 for the full control effect; nearly all actives have a fitted effect of over 45% in size; many of its hits are not listed in these tables
# TDP-43 yeast inh: TDP-43 toxicity inhibition in yeast | TDP-43 expressing yeast growth rescue, BacTiter-Glo, 24 h | Potency, µM (highest dose often 46.1 µM), for inactives: at the top dose growth rescue (activation), actives largely listed as activators | 410,000 compounds, 1.8% hits; note: potency is the fitted concentration of half-maximal effect; % of control where 0% means no effect; nearly all actives have a fitted effect of over 50% in size
#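 Growth rescue of TDP-43-toxic yeast measured as ATP luminescence (BacTiter-Glo). Cells grown to mid-log in raffinose, induced in galactose at OD600=0.02, exposed to compound 24 hr at 30 deg C.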
# aSyn yeast inh: alpha-synuclein toxicity inhibition in yeast; Yeast expressing alpha-synuclein, growth rescue, BacTiter-Glo, 24 h; Potency, µM (top dose mostly 46.1 µM), without a hit: at the top dose growth rescue (activation), usual class: activators; 370,000 compounds, 0.14% hits; AID 652106; note: potency is the fitted concentration of half-maximal effect; % of control where 0% means no effect; nearly all actives have a fitted effect of over 65% in size
#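 Screening used galactose-induced yeast with toxic alpha-synuclein levels, exposed to compound for 24 hr at 30 deg C. Cell growth, read with BacTiter-Glo luminescence, gave the measured signal.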
# DRD3 antagonist: antagonists of human D3 dopamine receptor; P35462; D3R cells, DiscoveRx beta-arrestin luminescence, antagonist mode; hits give low values; max response, negative = inhibition, %; 360,000 compounds, 2.5% hits; AID 652054; in the data active = max response below about -50%; inconclusive = no clear call, values can overlap the other calls; note: % is set by controls: 0 for no effect and ±100 for the full control effect; mostly tested at two doses, the higher about 12 µM
#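 Cells plated overnight at 1500 cells/well, then exposed to library compounds with dopamine controls for 90 minutes at 37 degrees C. DiscoveRx reagent added for 30–60 minutes at room temperature; luminescence read, quantitative HTS format.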
# D3 ag: agonists of human D3 dopamine receptor | P35462 | D3R DiscoveRx beta-arrestin cells, luminescence, 90 min | max activation, % | 410,000 compounds, 0.58% hits | AID 652048; in the data active = max activation above about 30%; note: 0% is about no effect; mostly tested at two doses, the higher about 12 µM
#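 Agonist-mode cell screen: cells plated at 1500/well and incubated overnight at 37 °C, then exposed to library compounds for 90 min at 37 °C. Detection reagent was added for 30–60 min at room temperature, and luminescence was read.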
# FUS suppressor: suppressors of FUS proteinopathy in yeast. 390,000 compounds, 0.24% hits. S. cerevisiae FUS-expressing, growth rescue, OD600, 24 h. AID 1347120. Potency, µM (titrated, usually from 76.6 µM), for the others: at the highest dose growth rescue (activation), most hits filed as activators;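 note: potency is the fitted concentration of half-maximal effect; plate controls were DMSO vehicle for no effect and reference control for full effect; nearly all actives have a fitted effect of over 55% in size; some results filed as inactive show a strong effect at the top dose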
#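 FUS-expressing yeast, raffinose-pregrown, induced in 2% galactose minimal medium at OD 0.005; compounds in a dilution series, 24hr at 30C. Growth restoration read as absorbance at 600 nm. CP55940 positive control, DMSO negative.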
# EPAC2 ag: activates human EPAC2 exchange factor | Q8WZA2 | EPAC2 activation, biochemical qHTS; response scale: 100% = 6.5 mM cAMP response | Potency, µM (top dose mostly 154 µM), for the others: top-dose activation, most hits filed as activators | 360,000 compounds, 0.079% hits | AID 720711; note: potency is the fitted concentration of half-maximal effect; nearly all actives have a fitted effect of over 50% in size
#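 Readout is BODIPY fluorescence (480 nm excitation, 540 nm emission), which falls as labeled GDP is exchanged off Rap1B. EPAC2 at 100 nM acted on 250 nM RAP1B-BODIPY-GDP with 50 uM GDP present.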
# Abeta yeast res: restores growth of yeast expressing A-beta42 peptide; yeast expressing A-beta42, growth rescue, OD600, 48 h; response scale: 0% DMSO, 100% iron-clioquinol control; Potency, µM (doses to about 46.1 µM), for the others: at the top dose growth rescue, usual class: activators; 410,000 compounds, 0.063% hits; note: potency is the fitted concentration of half-maximal effect; nearly all actives have a fitted effect of over 55% in size
#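 Yeast A-beta toxicity model in growth medium with pinned compounds, 48 h at 30 C; growth read as absorbance at 600 nm. Normalized to FeCl3/clioquinol equimolar mix (positive) and DMSO (negative).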
# Active calls of the source: *; ? = inconclusive; · = not tested or not shown. Unless noted, calls come from the whole dose curve; as a rule, active = well fitted curve in the direction sought with a large enough effect; inconclusive = small, poorly fitted or top-dose-only effect, or another doubt; inactive = no such curve, though single readings can be large; an effect the other way counts as inactive or inconclusive. Some of the compounds tested. The share of hits here may be higher or lower than overall.
# Results follow in this order: EPAC2 antag	TDP-43 yeast inh	aSyn yeast inh	DRD3 antagonist	D3 ag	FUS suppressor	EPAC2 ag	Abeta yeast res
- C=CCC(O)c1c(-c2ccccc2)nn(C)c1Cl (stereo not given)
→ 1%	-14%	-12%	8	3	-1%	13%	-17%
- COC(=O)c1ccc(-c2nn(C)c(=O)c3ccccc23)cc1
→ -3%	18%	9%	15	-2	-10%	2%	-4%
- CN(C)c1ncnc2c1ncn2C1CCCCO1 (stereo not given)
→ 1%	-18%	6%	-1	0	-24%	12%	0%
- O=C(CNCc1ccccc1Cl)NCc1ccco1
→ 7%	2%	1%	-2	0	5%	12%	2%
- CC1CCCCN1S(=O)(=O)c1ccc(C(=O)N(CCCN(C)C)c2nc3cc4c(cc3s2)OCO4)cc1 (stereo not given)
→ -3%	-5%	-1%	-16	-7	20%	12%	6%
- CCOc1ccc(/C(=N\O)C(C)NO)cc1 (stereo not given)
→ -3%	-6%	-9%	5	11	-7%	12%	-2%
- Clc1ccc(-c2nnc(-c3ccc(Br)cc3)c(N3CCSCC3)n2)cc1
→ 9%	6%	7%	-9	-1	33%	7%	7%
- COC(=O)c1ccc(NC(=O)CCNS(=O)(=O)c2cccc3nsnc23)cc1
→ ·	17%	·	·	5	6%	·	-11%
- CC12CCC(C(=O)NCc3ccccc3Cl)(C(Br)C1=O)C2(C)C (stereo not given)
→ -13%	3%	0%	-5	-5	·	7%	9%
- CC(Sc1ccc(Br)cc1)C(N)=O (stereo not given)
→ 6%	13%	2%	8	4	-2%	-5%	18%
- Cc1ccc(C(C(=O)NC2CCCCC2)N(CCC(C)C)C(=O)CNC(=O)c2ccco2)o1 (stereo not given)
→ 4%	4%	2%	15	2	29%	-28%	11%
- CC(C)Cn1cc(NC(=O)N2CCN(c3ccccc3F)CC2)c2ccccc2c1=O
→ ·	20%	?	·	-5	8%	·	-12%

# Compounds from the list above containing bromine (3):
# Results follow in this order: EPAC2 antag	TDP-43 yeast inh	aSyn yeast inh	DRD3 antagonist	D3 ag	FUS suppressor	EPAC2 ag	Abeta yeast res
- Clc1ccc(-c2nnc(-c3ccc(Br)cc3)c(N3CCSCC3)n2)cc1
→ 9%	6%	7%	-9	-1	33%	7%	7%
- CC12CCC(C(=O)NCc3ccccc3Cl)(C(Br)C1=O)C2(C)C (stereo not given)
→ -13%	3%	0%	-5	-5	·	7%	9%
- CC(Sc1ccc(Br)cc1)C(N)=O (stereo not given)
→ 6%	13%	2%	8	4	-2%	-5%	18%

# Six entries out of the list, sorted by formula weight, rising.
# Results follow in this order: EPAC2 antag	TDP-43 yeast inh	aSyn yeast inh	DRD3 antagonist	D3 ag	FUS suppressor	EPAC2 ag	Abeta yeast res
- CN(C)c1ncnc2c1ncn2C1CCCCO1 (stereo not given)
→ 1%	-18%	6%	-1	0	-24%	12%	0%
- O=C(CNCc1ccccc1Cl)NCc1ccco1
→ 7%	2%	1%	-2	0	5%	12%	2%
- COC(=O)c1ccc(-c2nn(C)c(=O)c3ccccc23)cc1
→ -3%	18%	9%	15	-2	-10%	2%	-4%
- CC12CCC(C(=O)NCc3ccccc3Cl)(C(Br)C1=O)C2(C)C (stereo not given)
→ -13%	3%	0%	-5	-5	·	7%	9%
- COC(=O)c1ccc(NC(=O)CCNS(=O)(=O)c2cccc3nsnc23)cc1
→ ·	17%	·	·	5	6%	·	-11%
- Clc1ccc(-c2nnc(-c3ccc(Br)cc3)c(N3CCSCC3)n2)cc1
→ 9%	6%	7%	-9	-1	33%	7%	7%

# Compound activity deposited in PubChem by National Center for Advancing Translational Sciences (NCATS).
